N370S GC mod = qHTS Assay for Inhibitors and Activators of N370S glucocerebrosidase as a Potential Chaperone Treatment of Gaucher Disease. N370S GC spleen homogenate, 4MU-glucoside fluorescence. Potency, µM (titrated, usually from 59.4 µM), for the others: top-dose activity change, negative = inhibition, most hits filed as inhibitors. actives 0.092% (n = 330,000). Lysosomal acid glucosylceramidase (Homo sapiens), P04062;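 also: 0% = full enzyme activity and -100% = no enzyme basal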
TDP1 cell CPT = qHTS for Inhibitors of human tyrosyl-DNA phosphodiesterase 1 (TDP1): qHTS in cells in presence of CPT | actives 12% (n = 420,000) | Potency, µM (top dose mostly 46.2 µM), for inactives: at the top dose activity change, negative = growth inhibition, actives largely listed as inhibitors | chicken DT40 Tdp1-/-;hTDP1 cells + 20 nM CPT, ATP luminescence, 48 h | AID 686979, 2013; also: nearly all actives have a fitted effect of over 55% in size
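Cell growth measured by CellTiter-Glo luminescence after a minimum 48 h, 37 C compound exposure with 20 nM CPT in Tdp1-knockout DT40 cells stably expressing hTDP1, seeded 400/well; qHTS titration format.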
FEN1 inhibitor = qHTS Assay for the Inhibitors of Human Flap endonuclease 1 (FEN1). P39748. Recombinant FEN1 flap cleavage, fluorescence, 15 min. Potency, µM (highest dose often 114 µM), inactives show at the top dose activity change, negative = inhibition, actives largely listed as inhibitors. actives 0.35% (n = 390,000). AID 588795, 2011; also: nearly all actives have a fitted effect of over 65% in size
Target sequence (P39748 whole entry, looked up): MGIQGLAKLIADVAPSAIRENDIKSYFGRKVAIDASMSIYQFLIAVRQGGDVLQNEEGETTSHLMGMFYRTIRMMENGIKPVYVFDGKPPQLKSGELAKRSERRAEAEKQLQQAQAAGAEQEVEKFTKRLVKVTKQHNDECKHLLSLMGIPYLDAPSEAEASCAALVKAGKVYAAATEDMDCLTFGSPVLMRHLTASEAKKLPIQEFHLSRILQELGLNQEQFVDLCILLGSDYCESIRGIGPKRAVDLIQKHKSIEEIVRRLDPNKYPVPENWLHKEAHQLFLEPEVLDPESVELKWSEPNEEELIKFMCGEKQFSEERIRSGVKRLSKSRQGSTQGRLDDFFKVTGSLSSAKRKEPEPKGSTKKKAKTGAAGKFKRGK
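Concentration–response screening of FEN1 (10 nM): 15 min compound preincubation at room temperature, reaction started with 50 nM substrate and read at 0 and 15 min. Corrected, normalized data were fitted by a four-parameter Hill equation.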
The depositor's hits bear a star; ? = inconclusive; . = no result given; & = joins results of further samples; [ ] = dose if it differs, or a comment. Calls follow the shape of the dose curve; as a rule, active = well fitted curve in the direction sought with a large enough effect; inconclusive = small, poorly fitted or top-dose-only effect, or another doubt; inactive = no such curve, though single readings can be large; an effect the other way counts as inactive or inconclusive. Unless noted, % is scaled to controls: 0 for no effect and ±100 for the full control effect; potency is read from the fitted curve at half-maximal effect.

Below each SMILES: N370S GC mod	TDP1 cell CPT	FEN1 inhibitor
[1] COc1ccc(C2c3c(-c4ccccc4)n[nH]c3C(=O)N2c2ccc(C(=O)O)cc2)c(OC)c1 (stereo not drawn)
 : .	0%	-4%
[2] O=C(NCCc1ccc(F)cc1)Nc1ccc2c(c1)OCO2
 : 2%	18µM*	-6%
[3] Cc1ccc(NC(=O)CN(C)S(=O)(=O)c2ccc(Cl)s2)c(O)c1
 : .	?	6%
[4] O=C(C1CCC(CNc2c(N3CCCCC3)c(=O)c2=O)CC1)N1CCc2ccccc2C1 (stereo not drawn)
 : -17%	?	17%
[5] O=C(NC12CC3CC(CC(C3)C1)C2)N(Cc1ccccc1)Cc1ccncc1
 : 11%	13µM*	6%
[6] CCOC(=O)/C(C#N)=C/c1cn(CCC(=O)O)nc1-c1ccc(Cl)cc1
 : 21%	-2%	-1%
[7] COC(=O)c1ccc(N2C(=O)CC(NCc3ccccc3)C2=O)cc1 (stereo not drawn)
 : -2%	-5%	1%
[8] COc1c(C)cc(C(=O)C2CCCN(C(=O)c3cc(C)on3)C2)cc1C (stereo not drawn)
 : 5%	?	-4%
[9] COC(=O)c1c(SCC(=O)Nc2ccc(C)cc2)nc(=O)[nH]c1C
 : 4%	-3%	-5%
[10] C#CCOCCOCCOCCNc1nc(N2CCN(C(=O)Cn3cc(CCCN=C(N)N)nn3)CC2)nc(N2CCN(C(=O)[C@H]([C@@H](C)O)n3cc(CCCCN)nn3)CC2)n1
 : -2%	-2%	0%
[11] COc1cccc(C(=O)Nc2nc3nc(-c4ccccc4)cc(=O)n3[nH]2)c1
 : .	-2%	-12%
[12] COc1ccc(N2CCN(C(=S)Nc3ccccc3OC)CC2)cc1
 : -3%	1%	-1%
[13] Cc1cc(=O)[nH]c(N2CCOCC2)n1
 : -19%	0%	2%
[14] O=C(CSc1ccc(Br)cc1)N1CCOCC1
 : -5%	29%	-10%
[15] COc1ccc(C(=O)N2CCC[C@@]3(CCN(c4cccc(-c5ccccc5)c4)C3)C2)cc1
 : 9%	?	.
[16] Cc1cc(=O)n2nc(N3CCCC3C(=O)NCc3ccccn3)sc2n1 (stereo not drawn)
 : 1%	0%	7%
[17] CC(=O)Nc1ccc(NC(=O)CSc2nnc(-c3cc4ccccc4o3)n2C)cc1
 : -6%	6%	-7%
[18] CC(=O)c1ccc(OCc2cc(C(=O)N3CCC[C@H]3CO)no2)cc1
 : 23%	-24%	-6%
[19] CCc1ccc2oc(-c3cccc(NC(=O)c4cc5ccccc5o4)c3)nc2c1
 : .	?	-20%
[20] CC1CCN(C(C(=O)O)c2ccccc2)CC1 (stereo not drawn)
 : 3%	?	15%
[21] O=C(O)c1ccc(NC(=O)c2ccccc2NC(=O)c2cccc(Br)c2)cc1
 : 0%	?	2%
[22] COc1ccc(-c2cn3c(n2)sc2cc(C(=O)Nc4cccc(SC)c4)ccc23)cc1
 : .	5.2µM*	-16%
[23] COc1ccc(CN2CCC(n3nccc3NC(=O)CCc3ccccc3)CC2)c(C)c1C
 : -7%	?	19%
[24] Cc1csc(NC(=O)c2ccoc2C)n1
 : -2%	?	4%
[25] CC(=O)N/C(=N\c1nc(C)cc(C)n1)Nc1ccc(Cl)cc1Cl
 : 5%	22%	1%
[26] CCCc1n[nH]c2c1/C(=N/O)CC(c1ccccc1)C2 (stereo not drawn)
 : 1%	?	-2%
[27] CC(C)CC(=O)Nc1ccc(C(=O)COC(=O)CN2C(=O)NC3(CCCCC3C)C2=O)cc1 (stereo not drawn)
 : -9%	-1%	-10%
[28] CSCCC(NC(=O)c1ccc(Cl)cc1)C(=O)OCC(=O)Nc1cc(Cl)ccc1C#N (stereo not drawn)
 : 7%	?	2%
[29] Cc1nc(C)c(-c2csc(Nc3ncccc3C)n2)s1
 : -5%	-24%	8%
[30] CCc1ccc(-c2nc(SCC(=O)NC3CCS(=O)(=O)C3)n[nH]2)cc1 (stereo not drawn)
 : -13%	-3%	-5%
[31] COc1ccccc1C(=O)NC1(C(F)(F)F)C(=O)Nc2c1c(=O)[nH]c(=O)n2-c1ccccc1 (stereo not drawn)
 : .	-1%	6%
[32] CN(C)/C=C/C(=O)c1ccc(F)cc1
 : 9%	6%	0%
[33] CN(C1CCS(=O)(=O)C1)S(=O)(=O)c1ccc(C2CCCCC2)cc1 (stereo not drawn)
 : 7%	?	2%
[34] CCOc1ccc(N(CC(=O)NCc2ccccc2OC)S(C)(=O)=O)cc1
 : 25%	?	4%
[35] O=C(c1ccc2c(c1)OCO2)C1CCCN(C(=O)C2CCOCC2)C1 (stereo not drawn)
 : 7%	-4%	8%
[36] CCOc1ccc(S(=O)(=O)N2CCN(C(=O)CCC(=O)N3CCOCC3)CC2)cc1
 : 5%	2%	-7%
[37] C[C@H](CO)N1C[C@H](C)[C@@H](CN(C)C(=O)Nc2ccccc2)Oc2c(NC(=O)c3ccncc3)cccc2C1=O
 : .	37%[activator]	8%
[38] CC(C)COc1ccc(C2NC(=O)NC2=O)cc1 (stereo not drawn)
 : 4%	-14%	-5%
[39] c1ccc(OCCOCCOc2ccccc2)cc1
 : .	-17%	-18%
[40] N#CC1c2ccccc2C=CN1C(=O)c1ccccc1 (stereo not drawn)
 : 14%	-11%	-8%
[41] O=C(CNCc1ccc(Cl)cc1)Nc1ccc2c(c1)OCCO2
 : 3%	?	12%
[42] Cc1cc(C)nc(/N=C(\NC(=O)C(C)(C)C)Nc2ccc(F)cc2)n1
 : 10%	7%	2%
[43] CC(=O)c1c(C)[nH]c(C(=O)CN2CCN(S(=O)(=O)c3ccccc3)CC2)c1C
 : .	?	-2%
[44] c1csc(CN2CCOCC2)c1
 : 5%	-2%	0%
[45] CC(=O)c1sc(NC(=O)COc2ccccc2)nc1C
 : 2%	0%	0%
[46] CCOc1ccc(NC(=O)CSc2nc(=O)n(Cc3cccnc3)c3c2CCC3)cc1
 : 18%	4%	1%
[47] CCc1ccc(NC(=O)c2cc3c(COC(C)=O)cnc(C)c3oc2=O)cc1
 : .	?	0%
[48] CCC(C)(C)C1CCC2(CC1)NC(=O)N(CC(=O)N(C)Cc1ccc(OC(F)F)cc1)C2=O (stereo not drawn)
 : 2%	-97%	11%
[49] O=C(NCC1CCCO1)C(=O)N/N=C/c1cc(Cl)ccc1O (stereo not drawn)
 : 3%	?	13%
[50] Cc1ccc(S(=O)(=O)Nc2ccc(S(=O)(=O)Nc3nccs3)cc2)c([N+](=O)[O-])c1
 : -23%	?	-10%
[51] O=C(COC(=O)c1ncc(Cl)c(Cl)c1Cl)NCCc1ccccc1
 : 0%	-2%	-2%
[52] Cc1cccc(Oc2ccc(NC(=O)C3CC=CCC3C(=O)O)cc2)c1 (stereo not drawn)
 : -5%	-29%	?
[53] O=C(NCc1c(Cl)cccc1Oc1ccccc1)c1ccccc1
 : ?	?	4%
[54] Cc1ccc(C)c(NC(=O)CN(C)S(=O)(=O)c2ccccc2)c1
 : -5%	-12%	3%
[55] CCn1cc(Cl)c(C(=O)NNC(=O)CCn2cc([N+](=O)[O-])cn2)n1
 : 8%	8%	0%
[56] COc1cccc(-c2nn(-c3ccccc3)cc2CN(C)Cc2c(C)nc3ccccn23)c1
 : -14%	?	-26%
[57] CC(=O)c1cnc2nc(SCc3ccccc3C)nn2c1C
 : -3%	-2%	1%
[58] N/C(=N\OC(=O)c1ccco1)c1ccccn1
 : 6%	?	-8%
[59] COc1ccc(S(=O)(=O)N2CCC(C(=O)NN3CCCCC3)CC2)cc1OC
 : .	0%	-5%
[60] COc1ccc(C2(CCN)CC(C)N(C)CC2C)cc1 (stereo not drawn)
 : 2%	-11%	-3%

Continuation:
Below each SMILES: N370S GC mod	TDP1 cell CPT	FEN1 inhibitor
[61] COCCNC(=O)C(c1ccccc1)N(C(=O)Cn1nnc2ccccc21)c1cccnc1 (stereo not drawn)
 : -15%	-24%	-5%
[62] O=C(c1ccco1)N1CCN(Cc2nnc(-c3cccc(Br)c3)o2)CC1
 : 1%	?	10%
[63] COc1ccc(CNC(=O)CCCNC(=O)c2ccc(Cl)cc2)cc1OC
 : -4%	-20%	-12%
[64] CC(C)N1CCc2c(sc(NC(=O)c3ccc(S(=O)(=O)N(C)C4CCCCC4)cc3)c2C(N)=O)C1
 : .	?	-1%
[65] Cc1c(C(=O)N2CCN(S(=O)(=O)c3ccccc3)CC2)oc2ccccc12
 : -19%	?	-13%
[66] COc1cccc(CN2CCNC(=O)C2CC(=O)N(C)CCC2CCOCC2)c1 (stereo not drawn)
 : -17%	2%	0%
[67] Cc1cc(=O)oc2c3c(cc(OCC(=O)N[C@@H](CC(C)C)C(=O)O)c12)OC(C)(C)CC3
 : -8%	11%	4%
[68] Cc1oc2ncnc(N)c2c1C
 : -10%	-14%	-9%
[69] COc1cc(NC(=O)c2nn(C)c3c2CS(=O)(=O)c2ccccc2-3)cc(OC)c1
 : -12%	?	-11%&7%
[70] Cc1ccc2scc(N3CCN(c4ccc(F)cc4)CC3)c(=O)c2c1
 : .	?	-14%
[71] COc1cccc(C(C(=O)NC(C)(C)C)N(Cc2ccc(C)cc2)C(=O)CCC(=O)Nc2cc(C)on2)c1OC (stereo not drawn)
 : -11%	?	-6%
[72] O=c1c(-c2ccccc2)nc2cnc(Nc3ccccc3)nc2n1Cc1cccs1
 : 3%	-10%	.
[73] C#CCOCCOCCOCCNc1nc(N2CCN(C(=O)CCCCCCCCCCNC(=O)[C@H](CCCCN)n3cc(CCO)nn3)CC2)nc(N2CCN(C(=O)CCCCCCCCCCNC(=O)[C@@H]([C@H](C)O)n3cc(C)nn3)CC2)n1
 : ?	?	?
[74] CN1CCN(C(=O)/C(=C/c2ccc(F)cc2)c2ccsc2)CC1
 : -3%	?	-7%
[75] CCOc1ccc(N2CC(C(=O)Nc3ccccc3N3CCOCC3)CC2=O)cc1 (stereo not drawn)
 : 2%	?	-3%
[76] CCOc1ccc(N(CC(=O)Nc2ccc(OC)cc2OC)S(=O)(=O)c2c(C)[nH]c(=O)[nH]c2=O)cc1
 : ?	-1%	14%
[77] CCSc1cc(Cl)nc(N)n1
 : 1%	-1%	-14%
[78] Cc1ccc(C)c(CN2C(=O)c3ccccc3Sc3ccc(C(=O)NCc4ccc5c(c4)OCO5)cc32)c1
 : .	15%	12%
[79] COc1ccccc1/C=C/c1nc(C#N)c(N2CCCCC2)o1
 : .	-72%	5%
[80] CC1CCC(NC(=O)c2ccc3c(c2)N(Cc2ccccc2F)C(=O)c2ccccc2S3)CC1 (stereo not drawn)
 : .	?	-5%
[81] CC(C)c1ccc(N(CC(=O)NC2CCCC2)C(=O)CCC(=O)Nc2ccccn2)cc1
 : -6%	?	1%
[82] Cc1onc(-c2c(Cl)cccc2Cl)c1C(=O)NCc1ccco1
 : -6%	?	-4%
[83] Cc1ccc(Cl)cc1NC(=O)[C@@H]1CCC(=O)N1C1OC(=O)c2ccccc21 (stereo partly drawn)
 : 0%	8%	16%
[84] CN(C)CCNC(=O)c1ccc2c(=O)n3c(nc2c1)CCCCC3
 : .	?	5%
[85] O=C(Cc1ccc(Cl)cc1)Nc1ncc([N+](=O)[O-])s1
 : 4%	3%	4%
[86] CCCSc1ncc(Cl)c(C(=O)N2CCN(c3ccc(OC)cc3)CC2)n1
 : .	?	2%
[87] CC(C)C(C)NC(=O)COc1ccc(Sc2ccc(OCC(=O)NC(C)C(C)C)cc2)cc1 (stereo not drawn)
 : -27%	12µM*	4%
[88] Cc1ccccc1CC(=O)Nc1ccc2c(C)cc(=O)oc2c1
 : ?	3%	8%
[89] COc1ccc(/C=N/n2cnc3c([nH]c4ccc(C)cc43)c2=O)cc1CN1CCCC1
 : -12%	5.2µM*	?
[90] CN1C(=O)c2cccc3c(S(=O)(=O)NCc4ccco4)ccc1c23
 : -8%	?	8%
[91] COc1cc(-c2cc(-c3ccccc3)nc(SCC(=O)O)c2C#N)cc(OC)c1OC
 : -4%	-2%	-3%
[92] Cc1ccc2c(c1)c1c3n2CCN(CC(N)=O)C3CCC1 (stereo not drawn)
 : -2%	?	1%
[93] COc1ccc(C(C)(C)C)cc1NC(=S)NCCN1CCOCC1
 : 24%	-1%	-4%
[94] O=C(CCC(=O)c1cccs1)OCc1ccc([N+](=O)[O-])cc1
 : .	3%	-13%
[95] Cc1c(NC(=O)c2ccc(S(=O)(=O)N(C)c3ccccc3)cc2)c(=O)n(-c2ccccc2)n1C
 : 2%	-13%	11%

Assay outcomes deposited in PubChem BioAssay by National Center for Advancing Translational Sciences (NCATS).

These rows are one share of the data. The share of hits here may be higher or lower than overall.
